High-throughput results deposited in PubChem BioAssay by several laboratories.
Rv3671c protease: Rv3671c serine protease inhibitors, primary screen, biochemical, fluorescence polarization, M. tuberculosis H37Rv; inhibition, % at 5.96 µM; actives 0.048% (n = 320,000); in the data active = inhibition above about 38%;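 also: extracellular domain of Rv3671c used as enzyme; 0% = enzyme with DMSO and 100% = no enzyme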
Target sequence (P9WHR9 whole entry, looked up, the tested form may be a part): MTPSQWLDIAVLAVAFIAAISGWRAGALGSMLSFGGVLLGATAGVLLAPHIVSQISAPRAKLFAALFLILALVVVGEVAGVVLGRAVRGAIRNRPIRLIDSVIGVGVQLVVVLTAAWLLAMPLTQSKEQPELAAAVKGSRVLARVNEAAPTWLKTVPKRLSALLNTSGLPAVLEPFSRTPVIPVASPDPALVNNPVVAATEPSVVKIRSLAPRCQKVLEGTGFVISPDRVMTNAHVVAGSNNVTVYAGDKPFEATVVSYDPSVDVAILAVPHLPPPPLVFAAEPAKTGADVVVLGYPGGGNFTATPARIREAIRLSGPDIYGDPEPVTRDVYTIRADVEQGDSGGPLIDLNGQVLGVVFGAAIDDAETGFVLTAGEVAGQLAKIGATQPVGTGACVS
BoNT-F LC inh: BoNT/F light chain protease inhibitors, primary screen, biochemical, flow cytometry, MLPCN library | Botulinum neurotoxin type F light chain protease (Clostridium botulinum) | inhibition, % at 10 µM | actives 0.22% (n = 360,000) | Multiplex microsphere protease cleavage assay; in the data active = inhibition above about 35%, passing the limit was not always enough; inconclusive = no clear call, values can overlap the other calls; also: plate controls were buffer without enzyme for full effect and enzyme alone for no effect
GDH-TPI inh: GDH-TPI coupling enzyme inhibitors, primary screen, artefact control for M. tuberculosis FBA inhibitor project, biochemical, absorbance, full deck; inhibition, % at 4.8 µM; AID 588335, 2011; GDH-TPI coupled enzyme counterscreen, NADH absorbance; actives 1.2% (n = 360,000); in the data active = inhibition above about 30%;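 also: 0% = DMSO wells and 100% = wells lacking the enzyme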
Mtb UGM inh: M. tuberculosis UGM enzyme inhibitors, primary screen, biochemical, fluorescence polarization, single point; UDP-galactopyranose mutase (Mycobacterium tuberculosis (strain ATCC 25618 / H37Rv)), …; purified UGM, fluorescence polarization probe displacement; inhibition, % at 10 µM; actives 0.06% (n = 320,000); AID 504406, 2011; in the data active = inhibition above about 10%, passing the limit was not always enough; inconclusive = no clear call, values can overlap the other calls
PrPC TRFRET: inhibitors of human cell surface prion protein PrPC, primary screen, cell-based, TR-FRET. Major prion protein (Homo sapiens), P04156. TR-FRET read-out. inhibition, % at 13.8 µM. actives 0.43% (n = 370,000). AID 720596, 2013; in the data active = inhibition above about 24%; also: 0% = median of the test wells and 100% = reference compound wells
Mtb BioA inh: M. tuberculosis BioA enzyme inhibitors, primary screen, biochemical, plate reader, single point, HTS | actives 0.096% (n = 360,000) | inhibition, % at 9.99 µM | 7,8-diaminopelargonic acid synthase BioA (Mycobacterium tuberculosis) | AID 602481, 2012 | purified M. tuberculosis BioA enzyme; in the data active = inhibition above about 40%; inconclusive = no clear call, values can overlap the other calls
FadD28 FP inh: inhibitors of FadD28 bisubstrate probe binding, primary screen, biochemical, fluorescence polarization, single point; Mycobacterium tuberculosis FadD28 fatty-acid-AMP ligase; AID 588549, 2011; inhibition, % at 12.5 µM; actives 0.22% (n = 360,000); in the data active = inhibition above about 8.5%, passing the limit was not always enough; inconclusive = no clear call, values can overlap the other calls
Mtb FBA inh: Mtb FBA enzyme inhibitors, primary screen, biochemical, fluorescence, strain H37Rv; Fructose-bisphosphate aldolase (Mycobacterium tuberculosis (strain ATCC 25618 / H37Rv)), …; purified M. tuberculosis FBA, fluorescence read-out; inhibition, % at 1 µM; actives 2.3% (n = 360,000); AID 588726, 2011; in the data active = inhibition above about 27%;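 also: 0% = vehicle and 100% = reference inhibitor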
Target sequence (P9WQA3 whole entry, looked up): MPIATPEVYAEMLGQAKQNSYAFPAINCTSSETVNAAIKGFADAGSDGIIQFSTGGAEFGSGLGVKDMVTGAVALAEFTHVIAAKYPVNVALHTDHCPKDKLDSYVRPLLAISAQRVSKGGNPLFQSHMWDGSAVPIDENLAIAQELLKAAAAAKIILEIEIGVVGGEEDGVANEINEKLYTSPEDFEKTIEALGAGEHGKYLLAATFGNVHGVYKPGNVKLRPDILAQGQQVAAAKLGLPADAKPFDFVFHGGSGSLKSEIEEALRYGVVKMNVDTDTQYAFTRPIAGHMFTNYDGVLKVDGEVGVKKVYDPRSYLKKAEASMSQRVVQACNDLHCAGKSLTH
MazEF act: activators of E. coli MazEF toxin-antitoxin RNase, primary screen, biochemical, fluorescence, uHTS | FAM/BHQ RNA-DNA oligo cleavage fluorescence, 5 h | activation, % at 20 µM | actives 0.32% (n = 350,000); in the data active = activation above about 50%
Target sequence (P0AE70 whole entry, looked up): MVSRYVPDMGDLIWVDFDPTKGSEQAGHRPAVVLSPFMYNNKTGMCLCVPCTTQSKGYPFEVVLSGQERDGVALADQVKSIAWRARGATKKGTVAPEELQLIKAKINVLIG
Starred values were filed as active, the others as inactive; ? = inconclusive; . = not tested or not shown.

# | SMILES | Mtb FBA inh | FadD28 FP inh | Rv3671c protease | Mtb UGM inh | GDH-TPI inh | MazEF act | BoNT-F LC inh | Mtb BioA inh | PrPC TRFRET
1 | NC(=O)Cn1c(=O)n(Cc2ccco2)c(=O)c2c3c(sc21)CCCCC3 | 0.8 | -1.7 | 2.9 | 0.4 | -3.8 | -8.2 | 8.0 | . | -0.9
2 | O=C(Cc1cccs1)N1CCN(c2ccccn2)CC1 | 29.0* | 0.9 | -1.9 | 2.0 | -1.6 | 6.8 | -11.4 | . | 7.1
3 | COC(=O)CN1C(=O)CSc2ccc(S(=O)(=O)N3CCC(C)CC3)cc21 | -0.5 | -2.7 | . | . | -4.0 | . | -5.5 | -0.8 | 7.2
4 | CN(C(=O)COC(=O)c1ccccc1Nc1ccccc1)c1c(N)n(Cc2ccccc2)c(=O)[nH]c1=O | 6.5 | -0.7 | -10.0 | -2.2 | 19.7 | -11.9 | 5.4 | -3.2 | 29.5*
5 | Cc1ccc(S(=O)(=O)N2CCN(C(=O)CCn3nc(C)c(C)c3C)CC2)cc1C | -0.1 | 1.4 | 11.7 | 4.6 | -1.1 | 4.4 | -8.0 | -0.2 | 5.2
6 | c1ccc(-c2nc3ccccn3c2-c2ccccc2)cc1 | 28.9* | -2.3 | 4.8 | 2.2 | 15.7 | -6.3 | ? | . | -4.4
7 | O=C(CSc1ccccc1F)NCC1(N2CCCCC2)CCCCC1 | 0.7 | -1.3 | -3.2 | 0.1 | -4.9 | 3.5 | -1.1 | 0.2 | -1.2
8 | CC(C)Cn1c(N2CCN(C(=O)c3cccs3)CC2)nc2ccccc21 | 3.1 | -1.0 | -5.4 | 3.5 | 12.8 | 7.5 | -2.2 | . | -6.6
9 | O=C(Cc1nnc(NC(=O)Nc2ccc(Cl)cc2)s1)NCc1ccccc1 | -2.6 | -1.5 | -18.4 | 0.4 | 12.2 | -14.0 | -3.1 | . | 0.4
10 | CCCc1nc2ccc(Cl)cn2c1Cc1ccccc1 | 0.8 | -1.5 | . | . | . | . | 0.0 | 0.5 | -9.5
11 | CC1(C)CC(CCN)(Cc2ccccc2Cl)CCO1 (stereo not given) | 1.0 | -3.5 | 9.0 | 0.9 | 3.1 | -0.8 | . | -1.5 | -3.0
12 | CCOC(=O)c1cnc(-n2nc(C)cc2C)nc1NCCO | 5.0 | 0.3 | 7.0 | 0.0 | 0.0 | -12.8 | -1.5 | 0.0 | 1.8
13 | CCCCOC(=O)c1ccc(NC(=O)C(=O)NCC2CCCO2)cc1 (stereo not given) | 3.3 | -3.2 | 4.8 | -0.5 | -15.6 | 0.4 | -4.5 | -1.7 | 3.6
14 | CC(C)C(=O)N1CCN(c2ccccc2N)CC1 | -1.2 | -1.1 | 5.0 | 1.0 | 1.9 | 3.6 | 0.9 | -3.6 | -13.1
15 | O=C(COC(=O)c1ccc2c(c1)OCCO2)Nc1cc(Cl)ccc1Cl | -5.9 | -1.0 | -39.7 | 0.0 | 3.9 | 52.8* | -13.1 | -2.1 | -5.7
16 | CCc1ccccc1N1CC(C(=O)N2Cc3ccccc3CC2C(N)=O)CC1=O (stereo not given) | -1.3 | 0.0 | 10.3 | -0.1 | 5.6 | 3.8 | 6.0 | . | 0.3
17 | CCOC(=O)C1CCCCN1C(=O)c1oc2c(Cl)cc(C)cc2c1C (stereo not given) | -1.8 | 0.3 | -10.3 | 3.2 | -4.1 | -1.1 | 6.4 | -0.4 | 10.8
18 | COc1ccc(-c2cc(C(=O)Nc3ccccc3)on2)cc1 | 2.1 | -0.2 | -13.5 | 0.1 | 8.3 | -2.1 | 3.2 | . | 0.9
19 | Clc1cc(Sc2ccc(Br)cc2)nnc1-c1ccccc1 | -0.7 | -0.2 | -0.1 | -1.9 | 10.0 | 5.3 | -61.5 | -0.2 | -2.6
20 | O=C(CN1CCN(c2ccccc2)CC1)NC(=O)NCc1ccccc1 | 1.5 | -1.2 | -3.5 | 1.4 | 10.8 | -0.6 | -1.0 | 2.6 | 3.7
21 | COC(=O)c1ccc(C2C(C#N)=C(N)Oc3cc(C)n(C)c(=O)c32)cc1 (stereo not given) | 1.7 | 0.3 | 1.1 | -2.0 | 7.3 | -11.6 | 7.2 | 1.4 | 1.0
22 | Cc1cc2nc(-c3ccccc3O)[nH]c2cc1C | 157.1* | -2.5 | . | . | 15.3 | -0.4 | -9.3 | -1.3 | 2.2
23 | O=C(CN1C(=O)NC(Cc2c[nH]c3ccccc23)C1=O)Nc1ccccc1Br (stereo not given) | 1.2 | -0.6 | -7.4 | -1.1 | 2.5 | 6.2 | -6.0 | 1.4 | -1.1
24 | O=C(NC(Cc1ccccc1)c1ccc2c(c1)OCCCO2)c1ccc(F)cc1 (stereo not given) | 0.4 | -0.6 | -6.4 | 0.8 | -0.3 | -20.3 | -2.9 | -1.1 | -4.6
25 | CC(C)(C)NC(=S)NCCc1ccccc1 | 1.2 | -0.7 | -2.3 | -1.6 | -0.4 | 1.1 | 1.3 | -2.2 | 5.2
26 | COc1ccc(OCc2nnc(SCC(=O)N3c4ccccc4Sc4ccc(Cl)cc43)o2)cc1 | 3.2 | -2.1 | -11.4 | -1.0 | -5.9 | -0.7 | -1.6 | -1.4 | -2.3
27 | COc1cccc(CC(NC(C)=O)C(=O)NC2CCN(S(=O)(=O)c3ccc4ccccc4c3)CC2)c1 (stereo not given) | 1.8 | -1.5 | 0.3 | 1.5 | 7.3 | 2.0 | -4.4 | -1.2 | -2.5
28 | O=C(Cn1cc(C(=O)c2ccccc2F)c2ccccc21)NCc1ccco1 | 0.5 | -4.1 | -25.5 | -3.3 | 19.4 | 2.3 | -6.5 | -1.9 | -3.8
29 | CCOC(=O)/C=c1\s/c(=C(\C#N)C(=O)NC)n(-c2ccccc2)c1=O | -2.7 | -0.5 | -14.1 | 7.2 | 11.5 | 3.9 | -5.0 | -0.2 | 2.1
30 | CCCN(C(=O)c1ccc(S(=O)(=O)N2CCCC2)cc1)C1CCS(=O)(=O)C1 (stereo not given) | 3.5 | . | -2.3 | -0.9 | 2.5 | 0.0 | 3.3 | 0.1 | -5.3
31 | O=C(CSc1nnc(-c2ccco2)n1Cc1ccccc1)c1ccc(F)cc1 | -2.1 | -6.4 | -4.3 | -3.1 | -4.3 | 6.2 | -4.1 | . | -0.5
32 | CCOc1cc(-c2c(C#N)c(N)nc3c2CCc2ccccc2-3)ccc1O | 6.0 | -7.4 | -10.3 | 2.6 | 7.0 | -6.9 | -5.1 | . | -9.9
33 | CC(C)[C@H](COC=O)NC(=O)[C@H]1O[C@@H](n2ccc(N)nc2=O)[C@H](O)[C@@H]1O | -1.1 | -1.1 | . | . | . | . | -8.2 | -0.9 | 0.3
34 | CCOC(=O)c1c(O)cc(C)[nH]c1=O | 0.6 | -0.4 | 4.0 | -2.6 | 10.1 | -19.8 | -3.4 | -1.2 | -1.8
35 | C(=C\c1nc(-c2ccncc2)no1)/c1ccccc1 | -1.3 | -1.4 | -4.6 | 0.1 | 14.0 | 1.3 | -2.1 | -0.9 | 8.0
36 | O=C1ON=C(c2ccccc2)/C1=C/c1ccc(O)cc1 | 4.1 | 2.8 | 4.6 | 0.0 | 10.6 | -40.3 | -35.2 | -0.8 | -1.9
37 | CC1Cc2ccccc2N1C(=O)CCn1cccn1 (stereo not given) | 2.0 | 0.4 | 0.9 | 3.3 | -2.2 | 2.8 | 1.6 | -0.3 | 3.5
38 | COc1ccc(C(=O)N(C)C2(C)CCS(=O)(=O)C2)cc1OC (stereo not given) | 0.7 | 0.3 | 1.6 | -3.6 | 7.2 | 5.3 | -8.7 | . | -0.8
39 | Cc1oc(-c2ccc(Cl)cc2)nc1CS(=O)CC(=O)NCc1cccs1 (stereo not given) | -2.5 | -3.6 | 3.6 | 1.8 | -3.4 | 1.2 | -3.0 | 1.0 | -0.2
40 | O=C(Nc1c(F)cc(F)cc1Br)c1cc(-c2ccccc2)on1 | -0.3 | -1.7 | -5.2 | -0.4 | 0.5 | 3.6 | -23.8 | -1.4 | 0.9

Full records, looked up by structure. Values in the order: Mtb FBA inh | FadD28 FP inh | Rv3671c protease | Mtb UGM inh | GDH-TPI inh | MazEF act | BoNT-F LC inh | Mtb BioA inh | PrPC TRFRET
O=C(Nc1c(F)cc(F)cc1Br)c1cc(-c2ccccc2)on1 reads -0.3 | -1.7 | -5.2 | -0.4 | 0.5 | 3.6 | -23.8 | -1.4 | 0.9
C(=C\c1nc(-c2ccncc2)no1)/c1ccccc1 reads -1.3 | -1.4 | -4.6 | 0.1 | 14.0 | 1.3 | -2.1 | -0.9 | 8.0
CCOC(=O)c1c(O)cc(C)[nH]c1=O reads 0.6 | -0.4 | 4.0 | -2.6 | 10.1 | -19.8 | -3.4 | -1.2 | -1.8
CC1Cc2ccccc2N1C(=O)CCn1cccn1 (stereo not given) reads 2.0 | 0.4 | 0.9 | 3.3 | -2.2 | 2.8 | 1.6 | -0.3 | 3.5
Cc1oc(-c2ccc(Cl)cc2)nc1CS(=O)CC(=O)NCc1cccs1 (stereo not given) reads -2.5 | -3.6 | 3.6 | 1.8 | -3.4 | 1.2 | -3.0 | 1.0 | -0.2

Further records follow.
# | SMILES | Mtb FBA inh | FadD28 FP inh | Rv3671c protease | Mtb UGM inh | GDH-TPI inh | MazEF act | BoNT-F LC inh | Mtb BioA inh | PrPC TRFRET
41 | CCCc1nnc(NC(=O)CCS(=O)(=O)c2ccccc2)s1 | 0.3 | . | 2.7 | -0.3 | -3.0 | 8.4 | -3.4 | -0.8 | -3.8
42 | CC(C)CN1CCNC(=O)C1CC(=O)NCc1cnn(-c2cccc(F)c2)c1 (stereo not given) | 0.9 | -1.9 | -7.3 | 3.5 | -1.3 | 10.5 | -5.8 | . | 3.1
43 | NS(=O)(=O)c1ccc(CCNC(=O)COC(=O)c2cc([N+](=O)[O-])ccc2N2CCOCC2)cc1 | -2.8 | -2.1 | 5.1 | 1.1 | 21.6 | 1.7 | 1.4 | 1.2 | -33.2
44 | C=CCN(CC=C)S(=O)(=O)c1ccc(F)cc1 | 1.2 | 0.2 | 0.3 | -1.3 | 10.4 | 0.9 | -1.8 | . | 2.9
45 | C/C(=N\NC(=O)COc1ccccc1-c1ccccc1)c1cccnc1 | -0.3 | -7.1 | -5.1 | -0.2 | -7.7 | -6.5 | -4.5 | . | 13.1
46 | COc1cccc(CN(C)C(=O)CNC(=O)c2cccs2)c1OC | 2.2 | -2.0 | -2.3 | 2.3 | 1.0 | 3.0 | 5.2 | . | 5.2
47 | CC(C)c1ccc(NC(=O)CN2CCN(C(=O)C3CCCO3)CC2)cc1 (stereo not given) | 3.7 | -3.2 | -1.3 | 1.3 | 2.8 | 5.6 | -0.9 | -2.4 | 2.4
48 | O=[N+]([O-])c1ccccc1/C=N/OCc1ccccc1 | -2.4 | 0.0 | 0.5 | -3.8 | -2.2 | -0.4 | 0.0 | -0.4 | 4.3
49 | Oc1ccc2ccccc2c1CNc1ccccc1 | 5.1 | -0.8 | . | . | 5.1 | -24.5 | -1.5 | -0.1 | -2.2
50 | O=C(COc1ccccc1)Nc1cccc(-c2ccc(N3CCOCC3)nn2)c1 | -1.4 | -0.1 | 4.8 | 1.1 | -5.3 | 1.2 | 6.3 | 0.4 | -4.0
51 | COc1ccccc1-c1ccc(Nc2ccc(C(=O)N3CCOCC3)cc2)nn1 | -1.8 | -0.1 | -7.2 | 0.4 | 11.3 | -3.3 | -4.6 | -2.4 | 8.7
52 | C/C(=N\NC(=O)c1cc(C)oc1C)c1ccc2c(c1)OCO2 | -5.5 | -2.8 | -4.8 | -0.7 | 4.8 | -3.1 | 0.1 | . | 6.6
53 | CCOC(=O)NC(NCCc1ccccc1)(C(F)(F)F)C(F)(F)F | 1.1 | 0.8 | -3.6 | -0.4 | 20.8 | -10.0 | -15.5 | . | 4.5
